# Myeloid diff MLP: induction of myeloid progenitor differentiation, primary screen, cell-based, flow cytometry, MLPCN library | ER-HoxA9 myeloid progenitors, lysozyme-GFP differentiation | calls only at 10 µM | 360,000 tested, 1% active;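 active = normalized GFP-positive differentiation at or above the plate's own cutoff, the solvent-only control mean plus 3 SD; inconclusive = no clear call, values can overlap the other calls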;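 also: cells exposed to compound for four days before flow analysis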
# KOR beta-arrestin-1: KOR agonists, beta-arrestin recruitment, primary screen, cell-based, luminescence, uHTS (AID 1777); Kappa-type opioid receptor (Homo sapiens); KOR beta-arrestin recruitment, luminescence; higher % means a stronger effect; one-dose activation, % at 10 µM; EC50 in µM for titrated hits; 280,000 tested, 0.02% active; in the data active = activation above about 50%, passing the limit was not always enough; also: a part of the inactive calls stands beside numbers as strong as those of hits
# HIV fusion peptide: inhibitors of HIV fusion peptide binding, primary screen, biochemical, uHTS, fluorescence dequenching (AID 1986). 290,000 tested, 0.3% active. cell-free peptide binding, fluorescence dequenching, 30 min; higher % means a stronger effect. inhibition, % at 20 µM, or IC50 in µM where a hit was titrated; in the data active = inhibition mostly above about 52%, no sharp cut-off; inactive = mostly below about 76%; also: some results filed as inactive read as strong as hits
# GPR55 beta-arrestin: GPR55 agonists via beta-arrestin recruitment, primary screen, imaging, U2OS cells, beta-arrestin-GFP redistribution (AID 1961); one-dose activation, % at 10 µM; EC50 in µM for titrated hits; U2OS GPR55 beta-arrestin-GFP redistribution imaging; higher % means a stronger effect; 290,000 tested, 0.048% active; G-protein coupled receptor 55 (Homo sapiens);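 active = activation above 40% with more than 50 cells counted in the well; inconclusive = wells holding fewer than 50 cells, flagged as toxic or sparse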;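 also: U2OS osteosarcoma cells stably expressing GPR55 and beta-arrestin-GFP; plate controls were DMSO negative control for no effect and LPI positive control for full effect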
# KOR beta-arrestin-2: KOR antagonists, beta-arrestin recruitment, cell-based, luminescence, uHTS (AID 1778); Kappa-type opioid receptor (Homo sapiens); KOR beta-arrestin recruitment, luminescence, antagonist mode; higher % means a stronger effect; inhibition, % at 10 µM; hits with a dose series show IC50 in µM; 290,000 tested, 0.091% active; also: strong numbers were not always called active
# GPR55 antagonists: GPR55 antagonists blocking LPI-driven arrestin recruitment, primary screen, imaging, U2OS, beta-arrestin-GFP, LPI agonist (AID 2013) | 290,000 tested, 0.13% active | G-protein coupled receptor 55 (Homo sapiens) | U2OS GPR55 beta-arrestin-GFP translocation imaging, LPI antagonism; higher % means a stronger effect | inhibition, % at 10 µM, or IC50 in µM where a hit was titrated;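 active = spots per cell inhibited over 60%, with over 100 cells counted and total cytoplasm intensity under 500,000; inconclusive = wells with under 100 cells, flagged as likely toxic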;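 also: U2OS cells stably carrying GPR55 and arrestin-GFP stimulated by 5 µM LPI near EC80; imaged beta-arrestin-GFP aggregate spots per cell after agonist stimulation; plate controls were LPI-stimulated DMSO wells for no effect and DMSO wells without LPI for full effect; some results filed as inactive read as strong as hits; confirmed hits need IC50 under 10 µM and bright autofluorescent wells are also inconclusive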
# GPR35 arrestin U2OS: GPR35 antagonists blocking zaprinast-driven arrestin recruitment, primary screen, imaging, U2OS, beta-arrestin-GFP, zaprinast agonist (AID 2058). U2OS GPR35 beta-arrestin-GFP translocation imaging, zaprinast antagonism; higher % means a stronger effect. one-dose inhibition, % at 10 µM; IC50 in µM for titrated hits. G-protein coupled receptor 35 (Homo sapiens). 290,000 tested, 0.052% active;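 active = inhibition of at least 50% with at least 30 cells and total cytoplasm GFP at most 10,000,000; inconclusive = under 30 cells or total GFP of 10,000,000 plus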
# NOD1 NF-kB reporter: NOD1 signaling inhibitors, primary screen, cell-based, luminescence, uHTS (AID 1578) | NOD1-driven NF-kB luciferase reporter cells, luminescence; higher % means a stronger effect | one-dose inhibition, % at 4 µM; EC50 in µM for titrated hits | 290,000 tested, 1% active; in the data active = inhibition mostly above about 36%, no sharp cut-off; inactive = mostly below about 34%;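 also: HEK-293T reporter cells stimulated with the NOD1 agonist gamma-tri-DAP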
# HEK293 NOD2/NF-kB: NOD2 signaling inhibitors, cell-based, luminescence, uHTS, HEK293 (AID 1566); HEK293 NOD2/NF-kB luciferase reporter, luminescence; higher % means a stronger effect; inhibition, % at 4 µM, or EC50 in µM where a hit was titrated; 290,000 tested, 0.63% active; also: many of its hits are not listed in these tables
# Myeloid diff MLP GFP+ MAC1+ %: also measured in Myeloid diff MLP; calls as there; GFP+ MAC1+ double positive, %; measured here: differentiation confirmed by MAC1 staining
# Active calls of the source: *; i = inactive; ? = inconclusive; / = not tested or not shown; [ ] = dose if it differs, or a comment. Rule as the data show it, unless noted: active = inhibition above about 50%; inactive = the rest.
SMILES,Myeloid diff MLP,Myeloid diff MLP GFP+ MAC1+ %,KOR beta-arrestin-1,HIV fusion peptide,GPR55 beta-arrestin,KOR beta-arrestin-2,GPR55 antagonists,GPR35 arrestin U2OS,NOD1 NF-kB reporter,HEK293 NOD2/NF-kB
O=C(Nc1nccs1)C12CC3CC(C1)CC(C(=O)Nc1nccs1)(C3)C2,i,0.8,4.3%,0.5%,-0.3%,-47%,-1%,1%,29%,13%
Brc1ccc(OCCOc2cccc3cccnc23)cc1,i,0.5,-1.7%,4.0%,1.2%,28%,8%,-4%,-20%,-9%
COc1cccc(NC(=O)C2CCN(S(=O)(=O)c3ccccc3)CC2)c1,i,1.0,5.6%,-0.1%,0.8%,-13%,-11%,-9%,22%,8%
Cc1ccc(S(=O)(=O)NNc2ccccc2)cc1,i,3.0,4.2%,9.7%,-0.1%,-40%,0%,-5%,-12%,-7%
C1CCN(c2nc(N3CCCC3)nc(N3CCNCC3)n2)C1,/,/,-9.8%,-0.8%,0.1%,-4%,-6%,11%,-5%,11%
Cc1cc(C)cc(NS(=O)(=O)c2csc(C(N)=O)c2)c1,i,0.4,9.2%,1.9%,0.4%,-9%,-5%,-4%,2%,4%
CCCCn1nnc(N(C(=O)c2cccs2)C(=O)c2cccs2)n1,i,0.2,-5.1%,2.1%,-0.2%,2%,-1%,-7%,-39%,-7%
COc1ccc(CCN=C(N)NS(=O)(=O)c2ccc(OC)c(OC)c2)cc1OC,i,3.1,-1.3%,0.7%,-0.1%,8%,11%,-4%,-30%,-2%
CCN1CCN(CCNC(=O)C2CCCN(Cc3nc(-c4cccc(Cl)c4)oc3C)C2)CC1 (centres undefined),i,1.8,3.1%,4.3%,0.2%,8%,6%,14%,-15%,19%
CNC(=O)c1c(NC(=O)c2nc3ccccc3s2)sc2c1CCC2,i,1.6,10%,-2.9%,0.6%,-1%,22%,17%,14%,6%
O=C1CCCC2=C1C(Cc1ccccc1)C1=C(CCCC1=O)O2,i,1.9,0.2%,1.0%,-0.3%,-3%,9%,-2%,-12%,6%
COc1ccc(-c2nc(N)nc(C(F)(F)F)c2-c2ccccc2OC)c(O)c1,i,0.7,-0.6%,-2.5%,-0.3%,11%,2%,-11%,-18%,-4%
O=C(NCC1CCCO1)c1cc(C(=O)C2CCCCC2)c[nH]1 (centres undefined),i,0.8,-3.2%,-0.2%,0.3%,-18%,3%,6%,-31%,2%
Nc1nc(SCC(=O)Nc2ccccc2Sc2ccccc2)n[nH]1,i,4.6,2.2%,0.1%,0.0%,-2%,-7%,2%,-6%,2%
O=C(Nc1ccc2c(c1)C(=O)NC2=O)c1ccc2ncsc2c1,i,0.3,-4.2%,0.2%,-0.1%,-61%,13%,-15%,-38%,-21%
CCOc1ccc(C(=O)NCC(=O)N2CCC(C)CC2)cc1OCC,i,1.1,-0.5%,0.0%,-0.6%,-23%,2%,-11%,-17%,3%
COc1cc(C=O)c(Cl)cc1OCC(N)=O,i,0.1,1.3%,-1.3%,0.2%,-1%[20 µM],14%,-13%,-23%,18%
Cc1ccccc1CNS(=O)(=O)c1c(C(=O)N2CCCCC2)c(C)n(C)c1C,i,1.2,-9.0%,-1.4%,-0.3%,-20%,16%,2%,-15%,19%
Cc1c2c(nc3ccccc13)OCC2,i,1.1,3.6%,1.6%,-0.1%,-41%,-20%,0%,16%,9%
CN(C)/C=C(\C#N)C(=O)Nc1ccccc1,i,0.4,-11%,-1.9%,-0.3%,-3%,6%,-6%,-45%,-29%
Cc1ccc(C)c(NC(=S)N=Nc2c(O)n(C)c3ccc(S(=O)(=O)N4CCOCC4)cc23)c1,i,0.4,-7.1%,-3.5%,0.6%,-16%,0%,-5%,-23%,2%
O=C(Nc1cccc2cccc(NC(=O)c3ccco3)c12)c1ccco1,i,6.9,0.5%,5.7%,-0.1%,-3%,7%,-1%,-14%,3%
COc1ccc(OC)c(NC(=O)C2CCCN(S(=O)(=O)c3cccc4cccnc34)C2)c1 (centres undefined),i,3.0,-5.3%,7.6%,-0.1%,22%,8%,-3%,-14%,12%
CS(=O)(=O)n1nc(OC(=O)c2cccs2)cc1N,i,1.1,0.3%,-0.7%,0.1%,-24%,11%,-1%,-2%,0%
CC1(c2ccc(NC(=O)c3ccccc3F)cc2)CC1(Cl)Cl (centres undefined),i,0.4,-5.6%,-0.7%,0.6%,-17%[20 µM],4%,-6%,-73%,-76%

# Compound profiles, as listed above.
# Results for O=C1CCCC2=C1C(Cc1ccccc1)C1=C(CCCC1=O)O2 : Myeloid diff MLP = i; Myeloid diff MLP GFP+ MAC1+ % = 1.9; KOR beta-arrestin-1 = 0.2%; HIV fusion peptide = 1.0%; GPR55 beta-arrestin = -0.3%; KOR beta-arrestin-2 = -3%; GPR55 antagonists = 9%; GPR35 arrestin U2OS = -2%; NOD1 NF-kB reporter = -12%; HEK293 NOD2/NF-kB = 6%
# Results for CS(=O)(=O)n1nc(OC(=O)c2cccs2)cc1N : Myeloid diff MLP = i; Myeloid diff MLP GFP+ MAC1+ % = 1.1; KOR beta-arrestin-1 = 0.3%; HIV fusion peptide = -0.7%; GPR55 beta-arrestin = 0.1%; KOR beta-arrestin-2 = -24%; GPR55 antagonists = 11%; GPR35 arrestin U2OS = -1%; NOD1 NF-kB reporter = -2%; HEK293 NOD2/NF-kB = 0%

# Further results follow.
SMILES,Myeloid diff MLP,Myeloid diff MLP GFP+ MAC1+ %,KOR beta-arrestin-1,HIV fusion peptide,GPR55 beta-arrestin,KOR beta-arrestin-2,GPR55 antagonists,GPR35 arrestin U2OS,NOD1 NF-kB reporter,HEK293 NOD2/NF-kB
O=C1CCCC2=C1C(c1ccccc1)n1c(s/c(=C/c3cccc(F)c3)c1=O)=N2 (centres undefined),i,1.1,-2.3%,-0.4%,0.1%,-78%,14%,-12%,22%,12%
CCN(CC)CCCC(C)NC1=NCCCCC1 (centres undefined),i,3.8,-3.4%,1.1%,-0.1%,18%,9%,-1%,-4%,8%
CSCCC(NC(=O)c1ccc([N+](=O)[O-])cc1Cl)C(=O)OCC(=O)NCCCc1ccccc1 (centres undefined),i,0.3,7.2%,2.0%,0.3%,-9%,8%,-21%,-28%,13%
CCc1nc(NC(=O)c2sc(C)nc2C)sc1C(=O)OC,i,0.3,-0.3%,-0.2%,-0.1%,24%,9%,-3%,-2%,-2%
O=c1[nH]nc(Cc2ccc3ccccc3n2)c2ccccc12,i,0.3,0.9%,-1.0%,-0.2%,3%,25%,4%,-48%,-28%
O=c1oc2c(CN3CCOCC3)c(O)c(Cl)cc2c2c1CCCC2,i,1.4,-8.0%,-1.5%,1.2%,-30%,-6%,-13%,3%,1%
CCN(CC)c1ccc(NC(=O)CN2CCN(c3ccccn3)CC2)cc1,i,0.4,-4.3%,0.4%,-0.2%,-24%,4%,-4%,-9%,-8%
Cc1cccc2sc(NC(=O)CN3C(=O)c4ccccc4C3=O)nc12,i,0.9,-1.8%,-0.1%,-0.1%,16%,-4%,7%,-24%,-6%
COc1ccc2nc(N3C(=O)/C(=C/c4ccccc4)NC3=S)sc2c1,i,3.9,13%,41%,-0.3%,-52%,-6%,0%,43%,-20%
Cc1nc2c(ccc3nc(NC(=O)Cc4ccccc4)sc32)s1,i,1.7,1.1%,-0.3%,-0.2%,14%,7%,10%,-51%,-75%
Cc1cccc(N2CCN(C(=O)C3CCC(CNS(=O)(=O)c4cccs4)CC3)CC2)c1C (centres undefined),?,/,-4.0%,1.4%,-0.2%,-28%,5%,-5%,18%,38%
COC(=O)c1cc(NS(=O)(=O)c2ccc(N3CCCCCC3)c([N+](=O)[O-])c2)cc(C(=O)OC)c1,i,0.7,-3.0%,1.7%,-0.1%,-6%,19%,-6%,/,2%
CCOC(=O)C(C)NC(=O)c1cn(-c2ccc(OC)cc2)c(=O)c2ccccc12 (centres undefined),i,0.5,3.8%,-0.1%,-0.1%,-60%,-6%,5%,2%,-8%
C/C(=N\O)C1CCCCC1,/,/,-0.8%,-1.5%,0.5%,25%,10%,-7%,-4%,15%
CCCCCCn1c(COc2ccccc2F)nnc1SCC(=O)N1c2ccccc2NC(=O)C1(C)C,i,0.6,1.8%,-2.1%,0.4%,-19%,-3%,-5%,-26%,1%
Cc1ccc(C(=O)NCC2CCCO2)cc1N1CCCC1=O (centres undefined),i,1.0,5.1%,-1.2%,-0.1%,-27%,8%,4%,-6%,4%
COc1ccc(CCNC(=O)C(=O)c2c(C)n(C)c3ccccc23)cc1OC,i,1.1,1.5%,1.6%,-0.2%,-16%,1%,10%,-6%,18%
COc1ccc(Cl)cc1NS(=O)(=O)c1cccc2cccnc12,i,0.8,-1.5%,0.1%,0.7%,6%,-2%,-5%,-6%,-8%
CC(C)(C)OC(=O)N1CCC(c2c(C(=O)NCC3CCN(C4CCCC4)C3)cnn2-c2ccccc2Cl)CC1 (centres undefined),i,1.8,4.5%,1.1%,0.6%,-51%,-9%,11%,-2%,7%
Cc1cccc(N=C2NC(=O)/C(=C/C=C/c3ccco3)S2)c1,i,0.6,-4.3%,54%,0.1%,38%,-12%,-19%,-17%,13%
COc1nn(C(C)C(=O)N2N=C(C(F)F)CC2(O)C(F)F)cc1[N+](=O)[O-] (centres undefined),i,1.1,-4.8%,-1.7%,-0.5%,0%,-4%,15%,-27%,10%
CCn1cc(/C=C(\NC(=O)c2cc(OC)c(OC)c(OC)c2)C(=O)NCCN2CCOCC2)c2ccccc21,i,0.9,-0.5%,0.4%,0.6%,-7%,4%,3%,-19%,6%
CSc1nnc2c(n1)OC(c1cn(C)c3ccccc13)N(C(C)=O)c1ccccc1-2 (centres undefined),/,/,3.9%,2.5%,-0.1%,-12%,16%,1%,-6%,10%
Cc1nn2cc(-c3ccc(Cl)cc3)nc2s1,i,2.1,-1.2%,-1.5%,0.0%,29%,-7%,8%,-39%,-131%
CCN(Cc1cc2cccc(C)c2[nH]c1=O)C(=O)c1ccccc1OC,i,0.7,8.8%,0.1%,-0.1%,7%,8%,-4%,-20%,7%

# Compound activity: PubChem, several laboratories

# The list is partial; count on the stated rates, not on these rows.
